# DT40 TDP1 CPT: growth inhibition of DT40 Tdp1-/-;hTDP1 cells with camptothecin (screen for TDP1 inhibitors). chicken DT40 Tdp1-/-;hTDP1 cells + 20 nM CPT, ATP luminescence, 48 h. Potency, µM (top dose mostly 46.2 µM), without a hit: at the highest dose activity change, negative = growth inhibition, hits mostly inhibitors. 420,000 tested, 12% active. AID 686979; also: nearly all actives have a fitted effect of over 55% in size
#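 Cell growth measured by CellTiter-Glo luminescence after a minimum 48 h, 37 C compound exposure with 20 nM CPT in Tdp1-knockout DT40 cells stably expressing hTDP1, seeded 400/well; qHTS titration format.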
# GCN5L2 inh: GCN5L2 (KAT2A) acetyltransferase inhibition; Q92830; GCN5L2 HAT assay, ThioGlo1 CoA-SH fluorescence; Potency, µM (highest dose often 58.9 µM), for inactives: top-dose activity change, negative = inhibition, usual class: inhibitors; 390,000 tested, 0.21% active
#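 Enzyme at 20nM final was mixed with library compounds for 15 min at room temperature. Peptide H3(1-25) at 75uM, acetyl-CoA at 70uM and ThioGlo1 at 50uM were then added. Plates were read immediately and after 20 min (Ex340nm/Em540nm).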
# FEN1 inhibitor: blocks human flap endonuclease 1; Recombinant FEN1 flap cleavage, fluorescence, 15 min; Potency, µM (top dose mostly 114 µM), for the others: at the highest dose activity change, negative = inhibition, usual class: inhibitors; 390,000 tested, 0.35% active; also: nearly all actives have a fitted effect of over 65% in size
# Target sequence (P39748 whole entry, looked up): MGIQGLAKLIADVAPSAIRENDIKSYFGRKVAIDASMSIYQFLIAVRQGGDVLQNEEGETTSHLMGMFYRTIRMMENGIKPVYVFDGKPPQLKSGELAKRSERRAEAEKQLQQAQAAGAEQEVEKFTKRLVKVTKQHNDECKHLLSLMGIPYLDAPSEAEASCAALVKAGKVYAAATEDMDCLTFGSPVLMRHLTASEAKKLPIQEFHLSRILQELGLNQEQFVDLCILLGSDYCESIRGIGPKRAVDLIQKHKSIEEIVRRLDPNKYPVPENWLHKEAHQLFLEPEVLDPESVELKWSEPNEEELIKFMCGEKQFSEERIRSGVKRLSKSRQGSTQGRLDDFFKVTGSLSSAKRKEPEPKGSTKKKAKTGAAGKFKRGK
#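 With each library titrated from low to high concentration, compounds met 10 nM FEN1 for 15 min at room temperature before 50 nM substrate was added; readings at 0 and 15 min fed four-parameter Hill curve fits.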
# The depositor's hits bear a star; ? = inconclusive; · = not tested or not shown; & = joins results of further samples. Calls follow the shape of the dose curve; as a rule, active = well fitted curve in the direction sought with a large enough effect; inconclusive = small, poorly fitted or top-dose-only effect, or another doubt; inactive = no such curve, though single readings can be large; an effect the other way counts as inactive or inconclusive. % is scaled to controls: 0 for no effect and ±100 for the full control effect; potency is read from the fitted curve at half-maximal effect.
SMILES,DT40 TDP1 CPT,GCN5L2 inh,FEN1 inhibitor
C=CCn1cnnc1SCC(=O)NCC1COc2ccccc2O1 (stereo unspecified),-4%,-1%,-1%
COc1ccccc1CN1[C@@H](CC(=O)O)c2ccccc2S1(=O)=O,?,·,19%&9%
CN1C(=O)NC(NS(=O)(=O)c2ccc(N)cc2)(C(F)(F)F)C1=O (stereo unspecified),24%,-8%,5%
COc1cc(/C=N/NC(=O)c2ccc(CN3c4cccc5cccc(c45)S3(=O)=O)cc2)cc(OC)c1O,?,-11%,4%
O=C(c1ccc(Cl)c(NC2=NC3CS(=O)(=O)CC3S2)c1)N1CCN(c2ccccc2)CC1 (stereo unspecified),-7%,-14%,-3%
COC(=O)c1cc2n(n1)CCN(Cc1ccc(F)cc1)C2=O,0%,-5%,11%
CCOc1ccc(C(=S)N2CCOCC2)cc1OCC,-13%,0%,-14%
Cc1nc(C(=O)Nc2ccccc2Cl)cc2c1[nH]c1ccccc12,?,1%,0%
CCCOc1nc(C)cc(COC)c1C(N)=O,0%,-3%,-6%
CCOC(=O)c1cc(-c2cc3ccccc3o2)n[nH]1,-14%,0%,-12%
N#CCC(=O)NCC1(c2ccccc2)CCCC1,9%,10%,-1%
Cc1ccc(C(CC(=O)O)NC(=O)c2ccc(S(=O)(=O)N3CC(C)OC(C)C3)cc2)cc1 (stereo unspecified),-1%,-1%,9%
CN(C)CCNC(=O)/C(=C/c1ccc(-c2ccc(Cl)cc2)o1)NC(=O)c1ccccc1,?,-4%,-16%
CCc1ccc(C(=O)c2cn(Cc3ccc(F)cc3)c3cc(OC)c(OC)cc3c2=O)cc1,5.8µM*,-11%,4%
CCOC(=O)C1=C(CNCc2ccccc2Cl)NC(=O)NC1c1cccc([N+](=O)[O-])c1 (stereo unspecified),?,1%,-8%

# Next part, overlapping the part above by 2 compounds.
SMILES,DT40 TDP1 CPT,GCN5L2 inh,FEN1 inhibitor
CCc1ccc(C(=O)c2cn(Cc3ccc(F)cc3)c3cc(OC)c(OC)cc3c2=O)cc1,5.8µM*,-11%,4%
CCOC(=O)C1=C(CNCc2ccccc2Cl)NC(=O)NC1c1cccc([N+](=O)[O-])c1 (stereo unspecified),?,1%,-8%
O=C(Cn1c(NCCO)nc2ccccc21)c1ccccc1,-18%,-1%,-1%
CCCCN(CC)C(=O)CSc1nc2ccccc2c(=O)n1Cc1ccco1,?,1%,2%
Cc1cc(=O)[nH]c(SCC(=O)O)c1C#N,3%,-13%,-14%
CSc1ccccc1NC(=O)c1ccc2c(c1)CCN2S(C)(=O)=O,0%,-13%,-8%
O=C(CSc1nc2c([nH]c3ccccc32)c(=O)n1-c1ccc(F)cc1)N1CCCc2ccccc21,?,-7%,-7%
COc1cc2c(cc1OC)C1=C(C#N)COCN1CC2,?,-28%,1%
CCOc1cc(N2CCOCC2)c(OCC)cc1NC(=O)CSc1cccc[n+]1[O-],-19%,-2%,-1%
Cc1c(NC(=O)c2ccc(Br)s2)c(=O)n(-c2ccccc2)n1C,?,-4%,25%
O=C(Nc1cccc(C(F)(F)F)c1)c1cccnc1,-24%,·,-17%
O=S(=O)(Nc1nc2ccccc2s1)c1ccc(Cl)s1,-23%,1%,-2%
O=C(CNC(=O)C1CCCCC1)OCC(=O)c1ccc2c(c1)CCC2,-22%,·,-13%
COCCNC(=O)CSCc1nc(-c2ccc(SC)cc2)oc1C,-21%,-23%,-1%
CCOC(=O)C1(CCCc2ccccc2)CCN(C(=O)c2ccoc2)CC1,-24%,-3%,-1%
CC1=C(C(=O)OCc2ccc(C)cc2)C(c2ccccc2Cl)CC(=O)N1 (stereo unspecified),13µM*,-17%,-28%
CCOc1ccc(C(=O)CCC(=O)N(CC)CC(=O)Nc2c(F)cccc2F)cc1,-11%,-11%,3%

# Ordered by heavy-atom count (largest number first): some entries from above.
SMILES,DT40 TDP1 CPT,GCN5L2 inh,FEN1 inhibitor
O=C(CSc1nc2c([nH]c3ccccc32)c(=O)n1-c1ccc(F)cc1)N1CCCc2ccccc21,?,-7%,-7%
CCc1ccc(C(=O)c2cn(Cc3ccc(F)cc3)c3cc(OC)c(OC)cc3c2=O)cc1,5.8µM*,-11%,4%
Cc1ccc(C(CC(=O)O)NC(=O)c2ccc(S(=O)(=O)N3CC(C)OC(C)C3)cc2)cc1 (stereo unspecified),-1%,-1%,9%
CCOC(=O)C1=C(CNCc2ccccc2Cl)NC(=O)NC1c1cccc([N+](=O)[O-])c1 (stereo unspecified),?,1%,-8%
CCOc1ccc(C(=O)CCC(=O)N(CC)CC(=O)Nc2c(F)cccc2F)cc1,-11%,-11%,3%
CCCCN(CC)C(=O)CSc1nc2ccccc2c(=O)n1Cc1ccco1,?,1%,2%
CCOC(=O)C1(CCCc2ccccc2)CCN(C(=O)c2ccoc2)CC1,-24%,-3%,-1%
CC1=C(C(=O)OCc2ccc(C)cc2)C(c2ccccc2Cl)CC(=O)N1 (stereo unspecified),13µM*,-17%,-28%
O=C(CNC(=O)C1CCCCC1)OCC(=O)c1ccc2c(c1)CCC2,-22%,·,-13%
Cc1nc(C(=O)Nc2ccccc2Cl)cc2c1[nH]c1ccccc12,?,1%,0%
Cc1c(NC(=O)c2ccc(Br)s2)c(=O)n(-c2ccccc2)n1C,?,-4%,25%
O=C(Cn1c(NCCO)nc2ccccc21)c1ccccc1,-18%,-1%,-1%
COc1cc2c(cc1OC)C1=C(C#N)COCN1CC2,?,-28%,1%
CCOC(=O)c1cc(-c2cc3ccccc3o2)n[nH]1,-14%,0%,-12%
N#CCC(=O)NCC1(c2ccccc2)CCCC1,9%,10%,-1%
CCCOc1nc(C)cc(COC)c1C(N)=O,0%,-3%,-6%
Cc1cc(=O)[nH]c(SCC(=O)O)c1C#N,3%,-13%,-14%

# Other entries follow:
SMILES,DT40 TDP1 CPT,GCN5L2 inh,FEN1 inhibitor
CC(=O)c1csc(COc2ccc(Cl)cc2)n1,?,3%,-3%
Cc1cccc(-c2nc3c4c(-c5ccccc5)c(-c5ccccc5)oc4ncn3n2)c1,-20%,7%,2%
Cc1cc(C)c(C(=O)/C=C/c2ccco2)c(=O)[nH]1,3%,-20%,-4%
Cc1ccnc(NS(=O)(=O)c2ccc(N)cc2)n1,1%,-8%,17%
CN(Cc1ccccc1)c1nc2c(S(=O)(=O)c3cccc(Cl)c3)nnn2c2ccsc12,?,-4%,2%
CC1=NN(C(=O)COc2ccccc2)C(O)(c2cccnc2)C1 (stereo unspecified),0%,0%,-17%
O=C(COc1cccc(Cl)c1)Nc1nc(-c2ccc(S(=O)(=O)N3CCOCC3)cc2)cs1,21µM*,-7%,2%
Cc1cccc(N2C(=O)N3[C@H](c4ccc(Br)cc4)[C@@H]4C(=O)N(C(C)(C)C)C(=O)[C@@H]4[C@]3(C)C2=O)c1,18µM*,-4%,2%
C/C(Cn1nc([N+](=O)[O-])cc1C)=N\NC(=O)c1ccc(O)cc1O,-8%,-11%,2%
COc1ccc(NC(=O)c2c(NCc3cccc(OC)c3)sc3c2CCCC3)cc1,?,-10%,5%
COC(=O)c1ccc(-c2nc(CN3CCCN(C(=O)c4ccco4)CC3)c(C)o2)cc1,?,-3%,-4%
CC(=O)c1ccccc1NC(=O)COC(=O)C1CCCN1S(=O)(=O)c1ccccc1F (stereo unspecified),-17%,-9%,-9%
COCCNC(=O)c1cn(C)c2ccc(S(=O)(=O)N3CCCCC3)cc2c1=O,?,-12%,1%
Cc1ccc(OCC(=O)N2CCc3ccccc32)c([N+](=O)[O-])n1,0%,-5%,5%
COc1ccc(/C(C)=N/N=C(\C)c2ccc(OC)cc2OC)c(OC)c1,-2%,-4%,-10%
Cc1ccccc1Nc1c(-c2cccnc2)nc2ccccn12,21µM*,-1%,13%
Cc1ccc(N=C/C(C(=O)C(F)(F)F)=C(\O)c2cccs2)cc1,-3%,-16%,-21%
CC(=O)Nc1ccc(NC(=O)CSc2nc(=O)n(Cc3cccnc3)c3c2CCC3)cc1,0%,·,-14%
CCn1c(C)c(C)c2cc(C(=O)NCCN3CCOCC3)ccc21,-1%,-2%,-18%
CC1c2ccccc2SC(CCCN(C)C)c2ccccc21 (stereo unspecified),16µM*,2%,4%
O=C(Nc1ccon1)c1csc2ccccc12,0%,-11%,6%
Cn1cccc1Cc1nnc(SCC(=O)N2CCCC2)n1CCc1ccccc1,?,-1%,-3%
O=C(C[n+]1cccc(Br)c1)c1cc(Cl)ccc1Cl,?,·,-18%
CC(=NNC(=O)c1ccncc1)c1ccccc1Cl,8%,·,-4%
[O-]/C(=C(\C(=S)Nc1cccc2ccccc12)[n+]1ccccc1)c1ccc(Cl)s1,?,-8%,-4%
Nc1cccnc1Oc1ccc(F)cc1F,1%,-3%,5%
CCOC(=O)C1(Cc2ccccc2)CCCCCC1=O (stereo unspecified),?,·,-3%
CC1=C(C(=O)Nc2cccc(C(=O)NC3CCCCC3C)c2)SCCO1 (stereo unspecified),16µM*,-7%,-6%
C=CCNC(=O)C(=O)N/N=C/c1ccco1,3%,21%,-14%
COc1cc(OC)cc(C(=O)N[C@H](C(=O)Nc2nc(-c3cc(OC)ccc3OC)cs2)C(C)C)c1,-3%,-10%,-19%
Cn1cc(/C=C(\C#N)C(=O)Nc2ccccc2O)c2ccccc21,?,-2%,-3%
Cc1cc(C)cc(OCc2cc(=O)n3c(-c4ccccc4)csc3n2)c1,3%,-22%,-6%
Cc1ccc2c(c1)c1c(n2CC(O)Cn2c(C)nc3ccccc32)CCCC1 (stereo unspecified),23µM*,-2%,16%
Cc1cccc(-c2nc(CN3CCCC(C(=O)N4CCN(c5cc(Cl)ccc5C)CC4)C3)c(C)o2)c1 (stereo unspecified),16µM*,-7%,-13%
Cc1noc(C)c1NC(=O)N1CCN(Cc2ccccc2)CC1,2%,-6%,2%
CC(C)Cc1cc(C(=O)N2CCN(c3ccc(F)cc3)CC2)no1,-16%,-1%,2%
O=C(NCc1cccs1)c1ccc(Cn2c(SCc3cccc(F)c3)nc3cccnc32)cc1,26µM*,-5%,-10%
Cc1nc(SCC(=O)NC2CCCC2)[nH]c(=O)c1Cc1ccccc1,-19%,-3%,7%
CC(=O)NCCc1cc2ccc(C)cc2[nH]c1=O,-6%,8%,1%
COc1ccc(N(C(=O)C(C)C)S(=O)(=O)c2cccc([N+](=O)[O-])c2)cc1,-28%,-6%,-9%
CN(C)S(=O)(=O)c1cccc(NC(=O)c2ccc(S(=O)(=O)N3CCCC3)cc2)c1,?,1%,-10%
Cc1ccc(N2CN=C(c3ccccc3)NC2=S)cc1,?,-2%,2%
CCCCCCCCSc1nnc2[nH]c(=O)cc(N)n12,?,-6%,21%
O=C(Nc1ccon1)c1ccc(F)c(S(=O)(=O)N2CCCCC2)c1,-8%,-1%,-1%
Cc1ccc(Nc2nnc(SCC(=O)c3cc4ccccc4o3)s2)cc1C,?,2%,-6%
CCCN1C2CCCC1CC(NC(=O)Nc1ccc(C(C)C)cc1)C2 (stereo unspecified),23µM*,-2%,0%
CCOc1cc(/C=C2\C(=O)ON=C2c2ccccc2)cc(Br)c1O,?,1%,?
COc1cc([N+](=O)[O-])ccc1NC(=S)N1CCN(c2ccccn2)CC1,-24%,-7%,-3%
N#Cc1cnn(-c2ccccc2)c1N,-14%,-3%,0%
CC(C)CC(NC(N)=O)C(=O)OCC(=O)NC(=O)NC1CCCC1 (stereo unspecified),-13%,-4%,-3%

# Limited to FEN1 inhibitor and DT40 TDP1 CPT, for some of the entries so far:
compound | FEN1 inhibitor | DT40 TDP1 CPT
CC1=C(C(=O)Nc2cccc(C(=O)NC3CCCCC3C)c2)SCCO1 (stereo unspecified) | -6% | 16µM*
C=CCNC(=O)C(=O)N/N=C/c1ccco1 | -14% | 3%
COc1cc(OC)cc(C(=O)N[C@H](C(=O)Nc2nc(-c3cc(OC)ccc3OC)cs2)C(C)C)c1 | -19% | -3%

# Bioassay records (PubChem)

# The list is partial; the hit share may differ from the screen's.
